# Source: PubChem (The Scripps Research Institute Molecular Screening Center)
# MITF primary: blocks human microphthalmia-associated transcription factor; O75030; AlphaScreen MITF homodimerization, bead proximity signal; inhibition, % at 2.6 µM; actives 0.91% (n = 650,000); in the data active = inhibition above about 50%;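 note: 0% = vehicle wells with protein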
# Target sequence (O75030 whole entry, looked up): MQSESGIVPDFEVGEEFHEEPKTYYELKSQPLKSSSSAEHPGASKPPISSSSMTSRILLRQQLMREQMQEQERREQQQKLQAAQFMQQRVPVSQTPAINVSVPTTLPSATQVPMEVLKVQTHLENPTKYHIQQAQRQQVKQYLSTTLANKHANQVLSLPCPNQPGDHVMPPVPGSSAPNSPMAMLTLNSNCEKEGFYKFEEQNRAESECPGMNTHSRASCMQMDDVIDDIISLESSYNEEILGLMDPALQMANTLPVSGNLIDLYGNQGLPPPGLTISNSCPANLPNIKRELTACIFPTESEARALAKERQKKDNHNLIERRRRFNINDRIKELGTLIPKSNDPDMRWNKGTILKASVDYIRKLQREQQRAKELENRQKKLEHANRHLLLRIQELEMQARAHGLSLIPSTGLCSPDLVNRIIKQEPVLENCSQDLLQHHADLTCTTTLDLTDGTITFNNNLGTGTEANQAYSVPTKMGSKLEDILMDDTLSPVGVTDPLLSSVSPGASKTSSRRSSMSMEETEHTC
# FBW7 act: human FBW7 E3 ligase activation, primary screen. actives 0.13% (n = 650,000). AlphaScreen FBW7–phospho-cyclin E peptide binding, activator screen. AID 1259310. normalized activity (activation), % at 26.1 µM. Q969H0; in the data active = normalized activity above about 1.9%;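 note: purified mutant Fbw7 with reduced substrate affinity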
# TEAD-YAP inh: TEAD-YAP interaction inhibition | HEK-TIYL cells, TEAD-Gal4/YAP UAS-luciferase luminescence | inhibition, % at 9.12 µM | actives 1.4% (n = 640,000) | AID 1259422; in the data active = inhibition above about 32%;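 note: 0% = median of test compound wells and 100% = reference inhibitor wells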
# GPR151 activ: human GPR151 activation; actives 1% (n = 650,000); Q8TDV0; activation, % at 11.2 µM; AID 1508602; PathHunter beta-arrestin GPR151 cells, luminescence; in the data active = activation above about 4.9%;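 note: 0% = median of compound wells and 100% = cells with positive control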
# Target sequence (Q8TDV0 whole entry, looked up): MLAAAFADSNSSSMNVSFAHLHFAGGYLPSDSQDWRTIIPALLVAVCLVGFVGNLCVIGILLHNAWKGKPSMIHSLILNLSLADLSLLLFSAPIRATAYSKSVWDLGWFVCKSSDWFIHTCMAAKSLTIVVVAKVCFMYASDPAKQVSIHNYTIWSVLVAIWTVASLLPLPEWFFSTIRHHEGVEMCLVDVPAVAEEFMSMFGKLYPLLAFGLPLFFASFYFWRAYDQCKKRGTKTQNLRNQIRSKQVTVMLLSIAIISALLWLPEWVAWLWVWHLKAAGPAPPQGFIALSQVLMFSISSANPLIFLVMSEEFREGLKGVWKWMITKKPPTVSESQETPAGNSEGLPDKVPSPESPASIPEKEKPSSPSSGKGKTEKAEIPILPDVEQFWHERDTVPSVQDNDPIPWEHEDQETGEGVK
# * = called active by the depositor.
structure	MITF primary	FBW7 act	TEAD-YAP inh	GPR151 activ
Cc1ccc(CN2CCCC(c3[nH]ncc3-c3ccccc3F)C2)o1 (stereo not given)	19	0.2	1	0.5
O=C(Nc1c(Cl)cccc1Cl)c1cncc(Br)c1	4	0.0	-6	0.8
CCOC(=O)c1c(-c2ccccc2)csc1NC(=O)C(C)(C)C	6	0.1	-7	1.2
O=C(Nc1ccc(F)cc1)N1CCn2cccc2C1c1ccc(F)cc1 (stereo not given)	4	0.1	3	2.5
COc1ccc(NC(=O)Nc2ccc(OC)c(OC)c2)c([N+](=O)[O-])c1	-14	0.0	1	-0.5
COc1ccc(OC)c(C2C(=O)N(C3CCC(C)CC3)CC(=O)N2Cc2ccc(C)cc2)c1 (stereo not given)	-1	-0.1	-18	0.9
Cc1ccc2nc(C)cc(C(=O)NNC(=O)Nc3ccc([N+](=O)[O-])cc3)c2c1	8	0.0	6	-0.7
O=C(O)CCn1cc(/C=C2\SC(=S)NC2=O)c(-c2ccccc2)n1	7	0.1	2	-1.8
O=C(CC1Nc2cccc3cccc(c23)NC1=O)Nc1cccc([N+](=O)[O-])c1 (stereo not given)	2	-0.3	8	0.3
CN1CCN(C(=O)c2cccc(-c3cncc(-c4cccc(C(N)=O)c4)n3)c2)CC1	2	-0.2	5	1.1
CN(C(=O)c1ccc(OC2CCN(Cc3ccccn3)CC2)cc1)C(C1CC1)C1CC1	3	0.1	-2	-1.2
Cc1cc(C)c(-c2nnc(-c3cccc([N+](=O)[O-])c3)o2)c(C)c1	13	0.1	11	0.0
COCCOC(=O)N1CCC(C(=O)N(C)C(c2ccc(F)cc2)c2ccccn2)CC1 (stereo not given)	-1	0.0	-6	0.7
COc1cc(CNC2CCCC2)ccc1OCC(N)=O	-26	0.0	0	0.7
COCCn1nnnc1C(c1cc2c(C)cc(C)cc2[nH]c1=O)N1CCCC(C)C1 (stereo not given)	1	0.0	-8	0.2

# Reprinted from above for reference:
structure	MITF primary	FBW7 act	TEAD-YAP inh	GPR151 activ
COCCOC(=O)N1CCC(C(=O)N(C)C(c2ccc(F)cc2)c2ccccn2)CC1 (stereo not given)	-1	0.0	-6	0.7
COc1cc(CNC2CCCC2)ccc1OCC(N)=O	-26	0.0	0	0.7
COCCn1nnnc1C(c1cc2c(C)cc(C)cc2[nH]c1=O)N1CCCC(C)C1 (stereo not given)	1	0.0	-8	0.2

# The main list resumes, repeating the two entries before the break.
structure	MITF primary	FBW7 act	TEAD-YAP inh	GPR151 activ
COc1cc(CNC2CCCC2)ccc1OCC(N)=O	-26	0.0	0	0.7
COCCn1nnnc1C(c1cc2c(C)cc(C)cc2[nH]c1=O)N1CCCC(C)C1 (stereo not given)	1	0.0	-8	0.2
CCOC(=O)c1cnc2c(OC)cccc2c1Nc1ccc(OC)c(OC)c1	17	0.0	45*	-0.2
Cc1cccc2nc(CSc3n[nH]c(N)n3)cc(=O)n12	5	0.1	-7	1.2
CCC(COC)NC(=O)CCc1nnc(CCc2ccccc2)o1 (stereo not given)	-11	-0.1	-14	-1.1
COCCNc1nc(-c2ccccc2)ccc1C(=O)N1CCN(C)CC1	1	0.3	-3	4.1
CC1=C(C#N)C(Nc2ccccn2)(C(F)(F)F)C(=O)N1 (stereo not given)	-8	0.1	-9	1.7
CC(C)Cc1ccc(CN2CCc3nnc(CNC(=O)C4CCCN(C)C4)n3CC2)cc1 (stereo not given)	-5	0.0	2	-1.0
CCC(=O)Nc1ccc(C2=NNC(=NCCCOC)SC2)cc1	10	0.0	-1	-0.6
O=C(Cn1nnnc1CN1CCCCCC1)NCC1(c2ccccc2)CCCC1	6	0.7	19	-1.0
CCOC(=O)C1=C(N)Oc2cc(C)n(Cc3ccccn3)c(=O)c2C1c1ccccc1F (stereo not given)	2	-0.1	-3	2.2
C=CCOc1ccc(C(=O)CC)cc1OC	9	0.7	-16	0.8
Cc1ccc(C(=O)CC2(O)C(=O)Nc3ccccc32)s1 (stereo not given)	38	0.0	5	1.4
O=C(Cn1c(-c2ccccc2)noc1=O)Nc1ccc(N2CCCCCC2)cc1	54*	-0.6	13	1.4
COc1ccc(-c2c(C)nn3c(NCC4CCCO4)c(C)c(C)nc23)cc1 (stereo not given)	-2	0.2	-6	-0.3
Cc1cccc(OCC(=O)Oc2coc(CSc3ncccn3)cc2=O)c1	26	0.0	-3	-1.8
COc1ccc(C(=O)NNC(=O)CSc2ncc(-c3ccc(F)cc3)[nH]2)cc1OC	13	-0.1	-17	-0.4
CCOC(=O)N1CCN(c2nc(-c3ccccc3Cl)c3cc(Br)ccc3n2)CC1	-5	0.1	7	0.2
Cc1cc(C)c(NC(=O)CSc2nc3ccc(NC(=O)CCc4ccccc4)cc3s2)c(C)c1	5	0.1	-4	0.3
Clc1ssc(=Nc2ccccc2)c1Cl	14	0.0	-9	-1.1
CC1(C)[C@H]2CC=C(CN3CCc4nnc(-c5ccccc5)n4CC3)[C@@H]1C2	5	0.0	0	-0.3
CC1(c2ccccc2Br)NC(=O)N(Cc2cccc(F)c2)C1=O (stereo not given)	9	0.1	-4	0.5
N#Cc1ccc2ccn(CC(=O)NCCc3ccccc3)c2c1	-3	-0.1	2	-0.3
COC(=O)c1ccc2c(=O)n(CCC3=CCCCC3)c(SCC(=O)c3ccccc3)nc2c1	12	0.6	-12	-1.0
COc1ccc(CCNC(=O)Cc2cn(-c3ccc(Nc4ccc(N5CCOCC5)cc4)nn3)c3ccccc23)cc1	-3	0.0	12	-1.2
Cc1csc2nc(-c3cccc(NC(=O)c4c(F)cccc4F)c3)cn12	1	0.2	-4	-2.0
O=C(CCSc1ccccc1)Nc1nc2ccccc2s1	12	-0.1	-33	5.0*
O=C(NCc1cccs1)C(=O)NC1CC1	3	0.0	2	0.3
COc1ccccc1OCCn1c(C(C)O)nc2ccccc21 (stereo not given)	3	-0.1	-6	1.4
CCCC(=O)NCCc1nc2ccccc2n1Cc1ccccc1	9	0.0	0	-1.2
COc1nc(NCc2nc3ccccc3[nH]2)nc(-c2ccc(C(=O)N3CCN(C)CC3)cc2)n1	16	0.2	1	-0.8
Cc1ccc(S(=O)(=O)N(C)CC(=O)NNC(=O)CCCOc2ccccc2)cc1	-1	-0.1	10	-0.5
COc1cccc(CN2CCc3c(cnc(C)c3CNC(=O)c3ccco3)C2)c1O	3	-0.3	-5	-1.2
O=C1/C(=C/c2cccnc2)SC(=S)N1CC1CCCO1 (stereo not given)	22	0.3	8	4.4
COCCCNC(=S)NCCCNc1nc2ccc(C)cc2cc1C#N	-21	0.4	2	-1.2
CCOC(=O)CSCC(=O)Nc1nccs1	10	0.1	4	-0.3
CCOC(=O)C1C(=O)NC(SCC(=O)Nc2cccc(OC)c2)=C(C#N)C1c1ccccc1OC (stereo not given)	9	-0.2	5	0.1
Cc1ccc(N(CC(=O)N2CCCCC2)S(=O)(=O)c2ccc(Cl)cc2)cc1	3	0.1	14	-0.2
Cc1ccc(C)c(NC(=O)C(=O)NCc2ccccc2Cl)c1	6	-0.1	4	1.4
O=c1c2c(nc3cc(-c4ccc(F)cc4)[nH]n13)CCS2	19	0.0	-14	-0.8
CC(=O)N(C)c1ccc(C(F)(F)F)cc1[N+](=O)[O-]	4	0.0	1	-0.8
Cc1cc(Cl)ccc1Oc1cc(C(F)(F)F)ccc1NC(=O)c1cccnc1	1	0.0	-10	0.7
CC(=O)NCCn1c(SCc2cc(=O)n3ccccc3n2)nc2ccccc2c1=O	3	0.7	-26	0.2
COc1cc(C2NC(=O)NC(C)=C2C(=O)OC(C)(C)C)ccc1OCC(=O)O (stereo not given)	-23	0.6	-4	-0.9
Cn1c2c(c(=O)n(C)c1=O)C(c1cccc(F)c1)C1=C(COC1=O)N2 (stereo not given)	-9	0.7	0	-1.5
Cc1ccc(C)c(CN2CCc3nnc(CCNC(=O)C4CCOCC4)n3CC2)c1	2	0.0	12	-0.2
O=C(O)c1cccc(N=Cc2nc(-c3ccc(Cl)cc3)oc2O)c1	1	0.0	0	0.4

# Single records, from the list above.
# Cc1cc(Cl)ccc1Oc1cc(C(F)(F)F)ccc1NC(=O)c1cccnc1 reads MITF primary = 1; FBW7 act = 0.0; TEAD-YAP inh = -10; GPR151 activ = 0.7
# O=C1/C(=C/c2cccnc2)SC(=S)N1CC1CCCO1 (stereo not given) reads MITF primary = 22; FBW7 act = 0.3; TEAD-YAP inh = 8; GPR151 activ = 4.4

# Carrying on.
structure	MITF primary	FBW7 act	TEAD-YAP inh	GPR151 activ
CCOC(=O)/C(=C/c1ccc(Cl)c(Cl)c1)NC(=O)c1ccccc1[N+](=O)[O-]	2	-0.1	6	-0.4
C=CCN(c1ccccc1)S(=O)(=O)c1cc(Br)cnc1N	-13	-0.1	-7	0.7
COC(=O)C(NC(=O)CC(C)C)(Nc1nc2c(s1)CCCC2)C(F)(F)F (stereo not given)	20	0.0	-1	1.2
Cc1cccc(N2C(=O)[C@@H]3C[C@H]2CN3C(=O)CC2CCCC2)c1	4	-0.4	-4	-0.7
O=C(NCc1ccco1)c1cccc(NS(=O)(=O)c2ccc(Br)cc2)c1	5	0.0	0	1.3
N#Cc1c(N)n(CCOC(=O)c2ccc([N+](=O)[O-])cc2)c2nc3ccccc3nc12	-5	-0.1	10	-0.1
CCOc1cc(C2CC(=O)NC(SCC(=O)Nc3ccc(Br)cc3)=C2C#N)ccc1O (stereo not given)	3	-0.2	14	-1.1
O=C(Cn1cc(NC(=O)CSc2ccccc2)cn1)NCCn1ccc2ccccc21	12	0.0	4	0.1
O=C(CCCOc1ccccc1)Nc1ccc(S(=O)(=O)N2CCCCC2)cc1	0	-0.1	2	0.5
COc1cc(S(=O)(=O)Nc2cccc(C)n2)ccc1Br	9	0.1	-7	-0.8
COc1ccc(NC(=O)Nc2c(C)noc2-c2ccccc2)cc1	1	0.1	3	1.4
CC1=C(C(=O)OC2CCCCCC2)C(c2cccc(OCc3ccccc3)c2)NC(=O)N1 (stereo not given)	6	-0.4	-8	0.5
COCCN1C(=O)CC(CC(=O)N(C)Cc2csc(C)n2)(c2ccccc2Cl)C1=O (stereo not given)	7	0.2	-2	-0.7
CC1CCCN(c2ncnc3c2cnn3-c2ccccc2)C1 (stereo not given)	-8	0.0	84*	-1.0
NC(=O)c1ccc(NC(=O)CSc2nnc3[nH]c(=O)ccn23)cc1	-2	-0.2	8	-0.5
CCC(=O)N1CCN(c2ccc(Cl)cc2NC(=S)NC(=O)c2ccco2)CC1	-1	-0.1	-6	-0.9
COc1ccc(C2SCC(=O)N2c2ccccc2)cc1 (stereo not given)	-2	-0.1	-4	-0.4
COc1ccc(NC(=O)CCNc2c(N3CCCC3)c(=O)c2=O)cc1	14	0.6	14	6.1*
COc1ccc(Br)cc1CN1CCN(C(C)=O)CC1	2	0.1	-7	1.8
COC(=O)CC1(C)OCC(CN2CCCCC2)O1 (stereo not given)	-15	0.3	-1	2.2
CN1CCN(c2ccc3nnc(CCC(=O)NCc4ccc5c(c4)OCO5)n3n2)CC1	-6	-0.1	7	-0.1
OCCOc1ccc(Cl)cc1Cl	14	0.1	-13	-0.7
CC(C)c1onc(C(=O)N2CCC(C(N)=O)CC2)c1[N+](=O)[O-]	1	-0.2	-1	0.8
COC(=O)c1ccc(N2C(=O)CC(N3CCSCC3)C2=O)cc1 (stereo not given)	-5	0.0	6	0.7
CC(C)CCNc1nc2c([nH]1)c(=O)n(C)c(=O)n2C	22	0.4	9	2.8
Cc1[nH]c2ccccc2c1CCNC(=O)C1CCCCC1	0	-0.2	-4	1.3
Cc1cccc(C(=O)Nc2ccccc2C(=O)NCCCCO)c1	-4	-0.3	6	-1.1
Cc1cc(C)c(C)c(S(=O)(=O)N2CCN(c3cccc(C(F)(F)F)c3)CC2)c1C	63*	-0.1	-3	1.7
C=C(C)CN1C(=O)C(O)(c2c[nH]c3ccccc23)c2ccccc21 (stereo not given)	13	0.2	1	0.5
Cc1cccc(N2CCN(C(=S)Nc3ccc(Cl)c(Cl)c3)CC2C)c1 (stereo not given)	-15	-0.1	2	-0.8
CCN(CC)CCn1c(=S)sc2c(=O)n(-c3ccccc3OC)c(SCc3ccc(Cl)cc3)nc21	6	0.0	0	-0.4
Cc1ccccc1-c1nnn(CC(=O)Nc2nn(-c3ccccc3)nc2C(N)=O)n1	5	0.1	15	-0.8
Cc1cc(C(=O)NCc2ccccc2F)cs1	7	0.1	-17	-0.3
COc1ccc(C)cc1Nc1ccnc2c1c(=O)n(C)c(=O)n2C	4	0.1	2	-0.1
Nc1ccc(C(=O)Nc2ccc(C(=O)O)cc2)cc1	8	-0.2	-8	-2.9
O=C(NCc1ccccn1)c1cccc(OC2CCN(C3CCSC3)CC2)c1 (stereo not given)	13	0.2	6	1.3
CN1CCN(CC(C)(C)NS(=O)(=O)c2cccs2)CC1	-7	-0.1	1	0.0
COc1ccc(CNC(=O)c2nn3c(c2Cl)NC(c2ccccc2)CC3C(F)(F)F)cc1 (stereo not given)	-4	-0.1	-2	-1.1
Cc1ccc(S(=O)(=O)N2CCCCC2CCNC(=O)Nc2ccccc2)cc1 (stereo not given)	7	-0.1	10	-1.1
